# DSG3 Ab inh: human desmoglein-3 autoantibody binding inhibition; P32926; binding (percent of control), % at 10 µM; DSG3-coupled beads, scFv-anti-DSG3-GFP binding, flow cytometry; stronger effect = lower value; 0.48% of 310,000 active;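 active = binding more than 3 SD below its plate's average and above zero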;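 also: hits lower antibody fragment binding to DSG3; some compounds called inactive have numbers as strong as hits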
# Target sequence (P32926 whole entry, looked up, the tested form may be a part): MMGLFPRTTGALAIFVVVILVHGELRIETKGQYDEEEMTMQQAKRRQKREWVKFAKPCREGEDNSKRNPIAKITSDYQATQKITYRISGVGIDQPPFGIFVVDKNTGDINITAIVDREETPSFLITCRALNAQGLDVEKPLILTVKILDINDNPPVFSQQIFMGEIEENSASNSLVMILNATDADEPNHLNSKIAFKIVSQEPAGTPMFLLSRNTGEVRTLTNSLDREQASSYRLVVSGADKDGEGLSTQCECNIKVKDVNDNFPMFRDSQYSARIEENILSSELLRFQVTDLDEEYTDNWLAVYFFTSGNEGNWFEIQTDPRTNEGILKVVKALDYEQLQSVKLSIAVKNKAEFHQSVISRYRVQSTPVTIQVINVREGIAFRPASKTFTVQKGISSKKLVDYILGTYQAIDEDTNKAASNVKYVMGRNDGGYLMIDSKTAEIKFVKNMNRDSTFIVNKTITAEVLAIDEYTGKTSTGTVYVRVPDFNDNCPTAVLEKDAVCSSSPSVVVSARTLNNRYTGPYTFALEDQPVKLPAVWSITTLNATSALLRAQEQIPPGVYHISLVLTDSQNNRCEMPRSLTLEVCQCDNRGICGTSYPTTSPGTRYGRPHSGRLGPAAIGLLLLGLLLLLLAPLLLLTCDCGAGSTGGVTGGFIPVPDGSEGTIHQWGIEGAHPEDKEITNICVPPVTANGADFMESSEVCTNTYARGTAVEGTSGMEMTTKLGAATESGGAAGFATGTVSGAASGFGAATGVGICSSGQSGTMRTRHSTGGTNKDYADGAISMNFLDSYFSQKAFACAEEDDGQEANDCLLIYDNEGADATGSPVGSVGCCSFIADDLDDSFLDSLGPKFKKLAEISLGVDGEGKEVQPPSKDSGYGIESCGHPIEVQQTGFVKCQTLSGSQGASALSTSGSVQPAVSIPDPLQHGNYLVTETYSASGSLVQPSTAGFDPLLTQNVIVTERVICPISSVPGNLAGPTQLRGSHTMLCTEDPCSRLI
# phage Ecoli inh: E. coli growth loss with phage present | AID 651602 | inhibition, % at 11.9 µM | growth absorbance | 0.26% of 360,000 active; in the data active = inhibition above about 11%
# PKA-R1A act: activates the PKA-R1A holoenzyme complex. P00514+P68181. PKA-R1A dissociation, Cy5-IP20 fluorescence polarization; scaled: DMSO 0%, 113 µM cGMP 100%. activation, % at 11.4 µM. 0.083% of 340,000 active. AID 504707;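 active = percent activation above the mean of all tested compounds plus 3 SD, cut at about 19% in these data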;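 also: higher means more PKAc released from R1A so a rise in polarization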
# * marks the source's active call; other numbers are inactive results. The list is partial. The share of hits here may be higher or lower than overall.
SMILES,DSG3 Ab inh,phage Ecoli inh,PKA-R1A act
C=C(C)C(=O)Nc1ccc2nn(-c3ccccc3O)nc2c1,100,1.2,1
O=C(c1ccoc1)N1CCN(c2cc(-c3ccccc3)nc3cc(-c4ccccc4)nn23)CC1,105,0.4,-10
O=C1NC(C2CC3C=CC2C3)Nc2ccccc21 (stereo unspecified),100,2.5,0
O=C(NC1CCCCC1)c1ccc2ccccc2c1O,101,0.9,5
COc1cc(OC)c(N(C)S(=O)(=O)c2cccc(C(=O)NCc3cccs3)c2)cc1Cl,104,-0.8,-8
CN(c1ccc(-c2csc(NC(=O)CCCc3nc4ccccc4c(=O)[nH]3)n2)cc1)S(C)(=O)=O,114,3.2,1
COc1ccc(-c2nc(S(=O)(=O)c3ccccc3)c(N3CCN(C)CC3)o2)cc1,101,4.2,-10
CCC[C@H]1CN(c2ccc(OC)cc2)C(=O)[C@@H]1CC(=O)NC,99,2.4,10
CCCCCCn1c(=O)n2n(c1=O)C[C@]1(OC(=O)NCc3ccco3)CN(S(=O)(=O)c3ccc(C)cc3)C[C@]1(O)C2,110,1.7,0
CCc1nnc(NC(=O)C(NS(=O)(=O)c2ccccc2)C(C)C)s1 (stereo unspecified),93,0.5,8
Cc1cc(=O)c2c(N(C)C)cccc2[nH]1,118,3.9,8
CCn1c(CC(=O)Nc2ccccc2F)nnc1SCC(=O)NC1=NCCS1,98,1.2,-8
Cc1ccc(S(=O)(=O)N2CCC(C(=O)OCC(=O)N(Cc3ccccc3)C(C)C)CC2)cc1C,99,0.1,-8
CCOc1ccc(CCNC(=O)COC(=O)c2n[nH]c3ccccc23)cc1OCC,94,1.4,-1
Cc1ccccc1C#CC1=CC(=O)CC(C)(C)C1,97,2.7,1

# A different layout for some results above.
> CN(c1ccc(-c2csc(NC(=O)CCCc3nc4ccccc4c(=O)[nH]3)n2)cc1)S(C)(=O)=O
  DSG3 Ab inh: 114
  phage Ecoli inh: 3.2
  PKA-R1A act: 1

> COc1ccc(-c2nc(S(=O)(=O)c3ccccc3)c(N3CCN(C)CC3)o2)cc1
  DSG3 Ab inh: 101
  phage Ecoli inh: 4.2
  PKA-R1A act: -10

> CCC[C@H]1CN(c2ccc(OC)cc2)C(=O)[C@@H]1CC(=O)NC
  DSG3 Ab inh: 99
  phage Ecoli inh: 2.4
  PKA-R1A act: 10

> CCCCCCn1c(=O)n2n(c1=O)C[C@]1(OC(=O)NCc3ccco3)CN(S(=O)(=O)c3ccc(C)cc3)C[C@]1(O)C2
  DSG3 Ab inh: 110
  phage Ecoli inh: 1.7
  PKA-R1A act: 0

# Next part.
SMILES,DSG3 Ab inh,phage Ecoli inh,PKA-R1A act
CC1CCN(C(=O)c2ncn3c2c(=O)[nH]c2cccnc23)CC1,95,-18,1
CCc1cccc(CC)c1NC(=O)C(CC)Sc1nc2ccsc2c(=O)n1CCC(=O)O (stereo unspecified),93,6.3,-3
COc1ccc(NC(=O)COC(=O)C2COc3ccccc3O2)cc1 (stereo unspecified),100,3.9,11
C[C@H](CO)N1C[C@H](C)[C@H](CN(C)C(=O)NC2CCCCC2)Oc2cc(-c3cccnc3)ccc2S1(=O)=O,109,4.9,0
CC1(C)N=C(N)N=C(N)N1c1ccc(OCC(=O)Nc2ccccc2)c(Cl)c1,98,2.4,-4
Cc1ccc(N2CC(C(=O)Nc3cc(S(=O)(=O)N4CCCCC4)ccc3C)CC2=O)cc1 (stereo unspecified),108,-1.6,-2
COc1ccc(C=CC(=O)c2ccc(OC)c(OC)c2)cc1O,107,2.1,2
CCc1cccc(CC)c1N1C(=O)CSCC1=O,104,2.1,0
COC(=O)[C@H]1C[C@@]2(O)CN(S(=O)(=O)c3ccc(C)cc3)C[C@@]2(OC(=O)Nc2c(C)noc2C)C[C@H]1C(=O)OC,113,4.6,-3
O=C(COC(=O)c1cccc(Br)c1)Nc1cccc(S(=O)(=O)N2CCCCC2)c1,100,3.0,-8
CCOC(=O)C1=NN2C(O)C3(C)CC(C(=O)OCC)=NN3C(O)C2(C)C1 (stereo unspecified),105,5.6,3
N#CC(c1ccccc1)C(CC(=NO)c1ccccc1)c1ccccc1 (stereo unspecified),102,3.5,-7
c1ccc(OC2CCCCC2N2CCOCC2)cc1 (stereo unspecified),102,3.0,-1
C[C@H]1CN([C@@H](C)CO)C(=O)CCCn2cc(nn2)CO[C@@H]1CN(C)S(=O)(=O)c1ccc2ccccc2c1,100,3.9,10
CN(CC(=O)Nc1ccc(Cl)c(C(F)(F)F)c1)C(=O)C1CC(=O)N(c2ccc3c(c2)OCCO3)C1 (stereo unspecified),105,2.6,-4
O=C(CCNC(=O)c1ccccc1Cl)Nc1ccc(S(=O)(=O)N2CCOCC2)cc1,98,6.5,-9
CCCCCC(=O)N1C[C@H](O)[C@@H](n2cc(COC(=O)c3ccccc3)nn2)C[C@@H]1c1ccccc1,101,1.2,5
CC1CCCCC1NC(=O)c1cc(Cl)nc2ccccc12 (stereo unspecified),94,3.5,6
COCC#Cc1ccc2c(c1)O[C@@H](CN(C)C(=O)Nc1ccc(OC)cc1)[C@H](C)CN([C@H](C)CO)S2(=O)=O,110,2.2,-14
COc1ccc(NC(=O)COC(=O)Cc2cccs2)cc1Cl,98,-1.1,-1
O=C1[C@H]2[C@@H](c3ccc(C(F)(F)F)cc3)N[C@]3(CCCN(CC4CCCCC4)C3=O)[C@H]2C(=O)N1Cc1ccccc1,115,2.0,-4
O=C(CNC(=O)N1CC(=O)Nc2ccccc21)Nc1ccc(Br)cc1F,92,1.2,-1
Cc1ccc(S(=O)(=O)NCCc2nnc3ccc(N4CCOCC4)nn23)cc1,111,2.4,9
Cc1ccnc(NS(=O)(=O)c2ccc(NC(=O)c3cccc(Cl)c3)cc2)n1,97,3.4,13
O=S(=O)(NC1CCCC1)c1ccc(F)cc1F,100,1.9,5
C[C@H](O)C#Cc1ccc2c(c1)O[C@@H](CN(C)C(=O)c1ccncc1)[C@@H](C)CN([C@H](C)CO)S2(=O)=O,99,2.3,-4
O=C(Nc1ccc(Cc2ccc(NC(=O)Nc3cccnc3)cc2)cc1)Nc1cccnc1,103,2.3,3
CCOC(=O)C1(Cc2ccccc2)CCCN(C(=O)COc2ccccc2OC)C1 (stereo unspecified),105,-1.9,2
O=C(Nc1cc(S(=O)(=O)N2CCOCC2)ccc1N1CCCC1)c1ccccc1F,110,2.4,-6
O=C(NCCc1cccc(F)c1)C1CC(O)CN1C(=O)Nc1ccccc1 (stereo unspecified),94,1.5,6

# 7 structures out of the list, sorted by length of the SMILES, high to low:
SMILES,DSG3 Ab inh,phage Ecoli inh,PKA-R1A act
O=C1[C@H]2[C@@H](c3ccc(C(F)(F)F)cc3)N[C@]3(CCCN(CC4CCCCC4)C3=O)[C@H]2C(=O)N1Cc1ccccc1,115,2.0,-4
C[C@H](O)C#Cc1ccc2c(c1)O[C@@H](CN(C)C(=O)c1ccncc1)[C@@H](C)CN([C@H](C)CO)S2(=O)=O,99,2.3,-4
CCCCCC(=O)N1C[C@H](O)[C@@H](n2cc(COC(=O)c3ccccc3)nn2)C[C@@H]1c1ccccc1,101,1.2,5
Cc1ccnc(NS(=O)(=O)c2ccc(NC(=O)c3cccc(Cl)c3)cc2)n1,97,3.4,13
CCOC(=O)C1(Cc2ccccc2)CCCN(C(=O)COc2ccccc2OC)C1 (stereo unspecified),105,-1.9,2
CC1CCCCC1NC(=O)c1cc(Cl)nc2ccccc12 (stereo unspecified),94,3.5,6
O=S(=O)(NC1CCCC1)c1ccc(F)cc1F,100,1.9,5

# Further results follow:
SMILES,DSG3 Ab inh,phage Ecoli inh,PKA-R1A act
O=C(COC(=O)c1cc(S(=O)(=O)N2CCOCC2)ccc1F)Nc1ccccc1C(F)(F)F,100,3.9,19
O=S(=O)(Nc1ccc(NS(=O)(=O)c2ccccc2)c2ccccc12)c1ccccc1,98,4.4,5
Cc1ccc(S(=O)(=O)NN(Cc2ccccc2)Cc2ccccc2)cc1,105,4.1,2
Nc1nccc2c1ncn2C1OC(CO)C(O)C1O (stereo unspecified),104,1.2,3
COc1cc2c(=O)[nH]c3cc([N+](=O)[O-])ccc3c2cc1[N+](=O)[O-],102,-0.1,0
CC(C)CC1C(=O)N(Cc2cn(CC3CCCCC3)nn2)CCS(=O)(=O)N1Cc1ccc(-c2ccncc2)cc1 (stereo unspecified),101,2.4,0
Cc1ccccc1NC(=O)C(C)Sc1nnc(CN2CCCC2)n1Cc1ccccc1 (stereo unspecified),106,2.4,-10
Nc1cc(C(=O)N2CCN(c3ccccc3Cl)CC2)ccc1N1CC2CC(C1)c1cccc(=O)n1C2 (stereo unspecified),101,0.8,-1
CC1=NN(c2ccccc2)C(=O)C1C(=S)SC1CC(=O)NC1=O (stereo unspecified),112,3.4,-4
CCOC(=O)C1=C(C)OC(=CC=Cc2ccccc2)C1=O,96,0.2,2
C[C@@H]1CN([C@@H](C)CO)C(=O)CCCn2nncc2CO[C@@H]1CN(C)S(=O)(=O)c1ccc2c(c1)OCCCO2,102,2.9,-5
O=C(CSCC(=O)OCC(=O)N1CCN(C(=O)c2ccco2)CC1)Nc1ccc(Cl)cc1,101,0.5,-2
CC(=O)Nc1ccc(NC(=O)CCCN2C(=O)C(c3ccccc3)Oc3cccnc32)cc1 (stereo unspecified),97,-0.3,5
CC(C)C1CCN(C(=O)C2CCC(=O)N(C3CCCCCC3)C2)CC1 (stereo unspecified),101,1.0,-2
O=C(Nc1cc(S(=O)(=O)N2CCCC2)ccc1OCC(F)(F)F)c1ccncc1,101,-1.9,-3
O=C(COC(=O)c1cccc(Br)c1)NC1CCCCCCC1,98,2.4,-3
CC(OC(=O)CCNS(=O)(=O)c1ccc(Cl)cc1)C(=O)N(C)Cc1ccccc1 (stereo unspecified),101,1.9,-10
O=C(COC(=O)c1ccc(O)cc1)Nc1cc(S(=O)(=O)N2CCCCCC2)ccc1Cl,104,0.0,5
C[C@@H]1CCCCO[C@H](CN(C)C(=O)CCC(F)(F)F)[C@@H](C)CN([C@H](C)CO)C(=O)c2cc(NC(=O)c3ccncc3)ccc2O1,104,0.2,4
N#Cc1ccc(OCC(=O)NCCCN2CCCC2=O)cc1,101,3.0,9
Cc1ccc2c(=O)n3c(nc2c1)C(Cc1ccc(O)cc1)NC(=O)c1cc2ccccc2cc1-3 (stereo unspecified),101,0.1,4
CN(C)c1nn2c(-c3ccccc3)nnc2o1,112,2.9,-1
CCOc1cc(/C=C/C(=O)OCC(=O)N(CC)C2CCS(=O)(=O)C2)cc(Cl)c1OC (stereo unspecified),96,0.5,1
COc1cc(Cl)ccc1OCc1cc(C(=O)N2CCN(C)C(=O)[C@@H]2C)no1,99,2.8,-2
C[C@H](CO)N1C[C@H](C)[C@@H](CN(C)C(=O)c2cccnc2)Oc2ncc(Br)cc2C1=O,98,2.6,-2
O=C(/C=C/c1ccccc1[N+](=O)[O-])OCC(=O)N1CCN(c2ccccc2)CC1,100,2.6,15
O=C(Nc1nc(-c2ccc3c(c2)OCCO3)cs1)c1ccc(Br)o1,108,2.5,-5
Cc1ccc([C@@H]2CC(=O)[C@@H]3CN(S(=O)(=O)c4ccccc4C)[C@H](c4ccc(Cl)cc4)C[C@@H]3N2S(=O)(=O)c2ccc(C)cc2)cc1,100,0.9,-4
Cc1ccc(N2CC(C(=O)OCC(=O)Nc3c(C)cccc3C)CC2=O)cc1 (stereo unspecified),105,0.1,12
CCCc1nc2nc(C)c(NS(=O)(=O)c3ccc(C)c(C)c3)c(=O)n2[nH]1,104,-1.3,-5

# Profiles from above. Order of values: DSG3 Ab inh	phage Ecoli inh	PKA-R1A act
# C[C@@H]1CCCCO[C@H](CN(C)C(=O)CCC(F)(F)F)[C@@H](C)CN([C@H](C)CO)C(=O)c2cc(NC(=O)c3ccncc3)ccc2O1 is listed with 104	0.2	4
# COc1cc(Cl)ccc1OCc1cc(C(=O)N2CCN(C)C(=O)[C@@H]2C)no1 is listed with 99	2.8	-2
# CCOc1cc(/C=C/C(=O)OCC(=O)N(CC)C2CCS(=O)(=O)C2)cc(Cl)c1OC (stereo unspecified) is listed with 96	0.5	1
# CCCc1nc2nc(C)c(NS(=O)(=O)c3ccc(C)c(C)c3)c(=O)n2[nH]1 is listed with 104	-1.3	-5
# O=C(Nc1nc(-c2ccc3c(c2)OCCO3)cs1)c1ccc(Br)o1 is listed with 108	2.5	-5

# The list continues.
SMILES,DSG3 Ab inh,phage Ecoli inh,PKA-R1A act
CCCc1c(C(=O)N/N=C(\C)c2cccnc2)nnn1-c1nonc1N,100,3.3,-8
COc1ccc2c(c1)CSC(c1ccccc1)C2=O (stereo unspecified),103,1.4,4
CC12CCC3C(C1)C(C(=O)O2)C(=O)OC3(C)C (stereo unspecified),107,3.3,3
CC(C)n1ncc2c(C(=O)N3CCN(Cc4cccs4)CC3)cc(C3CC3)nc21,101,0.8,1
Cc1c(CN(C)C(=O)C2CCC(=O)N(Cc3ccccc3F)C2)[nH]c2ccccc12 (stereo unspecified),110,1.6,-8
C[C@H]1CN([C@@H](C)CO)C(=O)CCCn2cc(nn2)CO[C@@H]1CN(C)C(=O)Nc1ccc(F)cc1,94,-1.7,-7

# Screening results (PubChem BioAssay)
